CSN inh: blocks human CSN-mediated cullin deneddylation; Q92905; Purified CSN, SCF-Nedd8-OG deneddylation, fluorescence polarization; inhibition, % at 12.5 µM; 360,000 tested, 0.38% active;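 active means pattern-corrected inhibition above about 35%, with an unprinted fluorescence ratio check between 0.5 and 1.5, limit read from the data, passing the limit was not always enough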;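 further: 0% = enzyme with substrate and 100% = substrate without enzyme; some results filed as inactive read as strong as hits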
Target sequence (Q92905 whole entry, looked up, one chain of several): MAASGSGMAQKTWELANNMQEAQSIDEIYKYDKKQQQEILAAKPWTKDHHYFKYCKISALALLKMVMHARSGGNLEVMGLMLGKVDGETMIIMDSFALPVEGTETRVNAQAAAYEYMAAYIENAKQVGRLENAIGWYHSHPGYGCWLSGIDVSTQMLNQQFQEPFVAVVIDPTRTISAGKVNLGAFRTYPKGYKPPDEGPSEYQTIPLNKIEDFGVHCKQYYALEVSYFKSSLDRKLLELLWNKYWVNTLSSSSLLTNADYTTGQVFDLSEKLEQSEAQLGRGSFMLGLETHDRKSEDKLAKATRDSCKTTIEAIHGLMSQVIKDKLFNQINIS
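Assay system: HEK293T-derived human Csn5 enzyme; quantity: 0.24 nM enzyme; medium: Tris/NaCl/DTT buffer, pH 7.5; also added: substrate SCFSkp2-Nedd8OG, 10 nM; doses: 12.5 µM compound; schedule: 90 min reaction at room temperature; signal: FP; read-out: % inhibition of substrate cleavage by Csn5; benchmarks: substrate-only high control, full reaction low control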
eLon inh: inhibitors of E. coli Lon protease; inhibition, % at 7.94 µM; 360,000 tested, 0.42% active; purified E. coli Lon protease, fluorescence polarization; in the data active means inhibition above about 13%, passing the limit was not always enough;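 further: 0% = enzyme with probe and DMSO and 100% = no enzyme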
Rpn11 block: blocks the human proteasome subunit Rpn11 | O00487 | 360,000 tested, 0.59% active | human 26S proteasome, Ub4-pepOG fluorescence polarization; 20S core pre-blocked with epoxomicin | calls only at 20 µM | AID 588493;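 active means inhibition at 20 µM, scaled to each plate's controls, above about 33%, limit read from the data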
MLLE-PAM2 inh: blocks PAM2 peptide binding to the PABP1 MLLE domain; P11940; inhibition, % at 20 µM; GST-MLLE / FITC-PAM2 fluorescence polarization; 360,000 tested, 0.36% active; in the data active means inhibition above about 35%, passing the limit was not always enough;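 further: plate controls were DMSO wells with GST-MLLE for no effect and wells lacking GST-MLLE protein for full effect; some results filed as inactive read as strong as hits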
Target sequence (P11940 whole entry, looked up, the tested form may be a part): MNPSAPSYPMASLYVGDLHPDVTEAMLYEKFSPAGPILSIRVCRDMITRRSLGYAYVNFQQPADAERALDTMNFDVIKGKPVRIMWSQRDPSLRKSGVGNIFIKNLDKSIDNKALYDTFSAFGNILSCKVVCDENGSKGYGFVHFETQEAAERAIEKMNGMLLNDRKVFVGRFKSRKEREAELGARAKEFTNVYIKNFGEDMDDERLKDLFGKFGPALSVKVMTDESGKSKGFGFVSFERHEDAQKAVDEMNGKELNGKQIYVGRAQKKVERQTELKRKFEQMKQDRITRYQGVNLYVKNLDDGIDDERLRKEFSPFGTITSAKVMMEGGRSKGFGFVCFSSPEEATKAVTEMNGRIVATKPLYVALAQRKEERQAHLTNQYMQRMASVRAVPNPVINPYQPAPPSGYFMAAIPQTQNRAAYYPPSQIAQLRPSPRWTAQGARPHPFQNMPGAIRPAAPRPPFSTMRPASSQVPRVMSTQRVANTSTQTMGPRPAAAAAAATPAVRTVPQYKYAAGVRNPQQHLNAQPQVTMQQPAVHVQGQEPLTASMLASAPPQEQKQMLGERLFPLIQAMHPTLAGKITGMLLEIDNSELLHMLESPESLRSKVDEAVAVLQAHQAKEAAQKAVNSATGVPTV
MT1-MMP act inh: blocks activation of human MT1-MMP | P50281 | HT1080 RFP-PRO-GFP cells, GFP/RFP ratio fluorescence, overnight; percent of plate control window, DMSO zero | GFP/RFP ratio change, % at 20 µM | 360,000 tested, 0.061% active | AID 651647;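 active means GFP/RFP ratio change of at least 30% with cell ATP level not reduced by more than half and red fluorescence within 50% of control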; further: strong numbers were not always called active
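system = RFP-PRO-GFP reporter HT1080 cells | dosing = 20 µM single dose, 1% DMSO | timing = overnight cell settling, then overnight compound exposure, 37 °C, 5% CO2 | read-out basis = GFP/RFP fluorescence ratio | controls = DMSO and RFP-L50D-GFP cell wells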
bovine MsrA act: bovine methionine sulfoxide reductase A activation; purified bovine MsrA, absorbance read-out; 360,000 tested, 0.3% active; activation, % at 10.6 µM; AID 602163; in the data active means activation above about 7.5%;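 further: 0% = vehicle and 100% = reference activator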
Rin1-Abl PPI inh: human Rin1-Abl interaction inhibition; P00519+Q13671; TR-FRET Rin1/Abl binding, biochemical; inhibition, % at 7.35 µM; 360,000 tested, 0.4% active; AID 588664; in the data active means inhibition above about 5%, passing the limit was not always enough
FAS-TE inh: blocks the thioesterase domain of human fatty acid synthase | recombinant FAS-TE, OMFH fluorogenic substrate, fluorescence endpoint | inhibition, % at 15 µM | 360,000 tested, 0.67% active | P49327;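 active means compounds whose normalised, plate-corrected inhibition of enzyme fluorescence in the single-dose primary screen is 50% or more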;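 further: 0% = DMSO with enzyme and 100% = substrate without enzyme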
MsrA inh: bovine MsrA inhibition | purified bovine MsrA, absorbance read-out | inhibition, % at 15.5 µM | 360,000 tested, 0.75% active | AID 651718; in the data active means inhibition above about 4.5%;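 further: 0% = vehicle wells with enzyme and 100% = reference inhibitor wells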
Starred values were filed as active, the others as inactive; i = inactive; x = not tested or not shown; + = active, no number. The order is random; about 3.7% have a hit in one of these screens.

SMILES | CSN inh | eLon inh | Rpn11 block | MLLE-PAM2 inh | MT1-MMP act inh | bovine MsrA act | Rin1-Abl PPI inh | FAS-TE inh | MsrA inh
CCc1ccc(-c2nc(CN3CCC(C(=O)NCCc4ccc(OC)c(OC)c4)CC3)c(C)o2)cc1 | 1 | 10 | i | -4 | 2 | 0 | -7 | -3 | 1.5
CCOc1cc(CN2CCCCCC2)ccc1OC | 0 | 5 | i | 6 | 2 | -9 | -2 | -4 | 0.4
Cc1ccc(NC(=O)c2sc3ccccc3c2Cl)nc1 | 6 | 2 | i | -6 | -4 | -7 | -2 | -2 | 0.9
COc1cc(C(=O)NNC(=O)CNC(=O)C2CCCCC2)ccc1OC(C)C | -3 | 6 | i | 23 | 0 | -5 | 6 | 0 | 2.4
FC(F)Oc1ccc(-n2cc(-c3ccc(Cl)cc3)[n+]3c2CCCCC3)cc1 | 4 | -1 | i | -5 | 0 | -1 | 2 | -2 | 0.0
CC(NC(=O)C(NS(=O)(=O)c1cccc2nsnc12)C(C)C)c1ccccc1 (stereo not given) | -1 | -5 | i | 12 | 3 | -2 | -2 | -3 | x
O=C(NCc1cccs1)Nc1cc(Cl)ccc1Cl | 1 | -6 | i | 5 | -1 | -9 | -1 | 0 | 3.7
COc1ccc(S(=O)(=O)Nc2ccc(-c3ccc(N4CCCC4)nn3)cc2)cc1C | 6 | -2 | i | 0 | 6 | -3 | 3 | 9 | 0.4
CC(C)Oc1ccc(CCC(=O)NNC(=S)Nc2ccccc2)cc1 | -7 | -13 | i | 21 | 5 | 0 | -4 | -2 | 0.0
COc1ccccc1C(=O)N=c1sc2c(C)ccc(OC)c2n1C | -4 | -4 | i | 1 | 3 | -2 | -2 | 23 | 0.7
Cc1c(C(=O)N2CCC(C(N)=O)CC2)sc(N)c1C#N | -3 | 3 | i | 13 | 4 | -3 | 1 | -7 | 1.1
CCCc1[nH]nc2c1C(c1ccc(OC)cc1OC)C(C#N)=C(N)O2 (stereo not given) | 3 | -3 | i | 16 | -2 | 0 | 1 | -7 | 0.1
COc1ccc(CNC(=O)CN2C(=O)CSc3ccc(S(=O)(=O)N4CCCCC4)cc32)cc1 | 2 | -10 | i | 4 | 1 | -2 | -4 | 10 | -0.4
CC(=O)Nc1ccc(C(=O)COC(=O)C2CC2C)c(F)c1 (stereo not given) | 0 | 7 | i | -7 | 2 | -2 | 2 | -8 | 0.1
CNC(=O)C[C@H]1C(=O)N(C2CCCCC2)C[C@@H]1CSC | 2 | 4 | i | 0 | -1 | -4 | 2 | -8 | 0.1
O=[N+]([O-])c1c(-c2cn[nH]c2)n[nH]c1-c1cn[nH]c1 | -5 | 6 | i | 5 | 0 | -4 | -2 | -4 | 0.1
CCC(=O)Nc1ccc(OCc2nnc3c4ccccc4c(C)nn23)cc1 | 0 | -4 | i | 11 | 3 | -3 | -3 | -5 | 0.8
Cc1ccc(C(=O)/C=C/NCc2ccc(F)cc2)cc1 | -15 | -8 | i | -55 | 1 | -11 | -2 | 3 | 1.1
Cc1cc(O)ccc1Nc1cc(-c2cccc(N(C)C)c2)ncn1 | 0 | -6 | i | -1 | 3 | 3 | -2 | -2 | 1.0
COC(=O)c1cc(C(=O)c2ccc(Cl)cc2Cl)cn1C | 4 | 0 | i | 18 | -6 | -1 | -2 | 36 | -0.7
CCCOc1ncnc2c1[nH]c1ccccc12 | -2 | -2 | i | -2 | 10 | -3 | -3 | -4 | 1.2
O=C(NC1CC2CCC(C1)N2Cc1ccco1)c1ccccc1 (stereo not given) | -1 | -6 | i | 5 | 0 | -2 | 0 | -7 | 0.4
CN(C(=S)SCc1ccccc1)C1CCS(=O)(=O)C1 (stereo not given) | -3 | 3 | i | 2 | 3 | -2 | 4 | 1 | 0.8
C#CCOCCOCCOCCNc1nc(OC)nc(N2CCN(C(=O)[C@H](CCC(=O)O)n3cc(C(N)CO)nn3)CC2)n1 (stereo not given in full) | -1 | -1 | i | 6 | -2 | -2 | -1 | -9 | -0.8
CCOC(=O)C(NC(=O)CC(C)C)(Nc1cc(C)on1)C(F)(F)F (stereo not given) | -3 | 0 | i | -1 | 3 | -2 | -4 | -6 | -0.1
COc1ccc(C2=NN(C(=O)c3ccccc3)C(c3cccc([N+](=O)[O-])c3)C2)cc1 (stereo not given) | -3 | 9 | i | 11 | 0 | -6 | 4 | 75* | -0.8
CC1=CC(C)(C)N(C(=O)CN2C(=O)CCC2=O)c2ccc(C)cc21 | -3 | 0 | i | 2 | 0 | -1 | -1 | -3 | 0.2
O=S(=O)(/N=C(/Nc1cccnc1)c1ccccc1)c1ccc(F)cc1F | -1 | 3 | i | 9 | 1 | -3 | 1 | 5 | 0.7
O=C(NCCO)c1ccc2[nH]c3ccccc3c2c1 | -2 | 6 | i | 7 | 15 | -3 | -7 | -2 | -0.9
CCN(CC)C1CC(=O)N(c2cccc(Cl)c2)C1=O (stereo not given) | 4 | 10 | i | 20 | 0 | -10 | -3 | -2 | -0.3
CCOC(=O)[C@]12Cc3c(cc(OC)c(OC)c3OC)[C@H]1N(Cc1ccccc1)C(=O)c1cc(F)c(F)cc12 | 2 | 2 | x | x | -10 | 2 | x | 23 | -0.1
COCCN1CCn2c(nc3cc(NC(=O)NC4CCCCC4)ccc32)C1 | -5 | -14 | i | -9 | -2 | -6 | 4 | -8 | 0.0
CSc1ccc(S(=O)(=O)N2CCC(C(=O)Nc3ccccc3C(F)(F)F)CC2)cc1 | 0 | 3 | + | 20 | -2 | 1 | 1 | 11 | 1.2
O=C1c2ccccc2NC(c2cccc(F)c2)N1Cc1ccccc1 (stereo not given) | 0 | -3 | i | 7 | -10 | -7 | 3 | 9 | 0.5
CCCOc1ccc(C(C)=O)cc1CSCCC#N | -3 | -3 | i | 5 | -2 | -1 | 1 | -2 | -0.8
CC(C)C(NS(=O)(=O)c1cccs1)C(=O)Nc1nc(C(C)(C)C)cs1 (stereo not given) | 4 | -5 | i | 12 | -49 | -1 | -1 | 3 | -0.1
Cc1ccc(NC(=O)CSc2nnc(-c3cccnc3)o2)c(C)c1 | 3 | -5 | i | 17 | 8 | -2 | 3 | -4 | 0.8
CC(=O)/C=C/c1ccc2ccccc2n1 | 7 | 0 | i | 1 | -11 | -16 | 0 | -6 | 2.5
COC(=O)c1ccccc1NC(=O)CN(CCc1ccccc1)S(C)(=O)=O | 5 | 1 | i | -2 | 10 | -2 | 3 | 4 | -1.0
COc1ccccc1CNc1ccc2nnc(CCNC(=O)c3ccc(C)cc3)n2n1 | 8 | -3 | i | 1 | 0 | -1 | -3 | -1 | 1.3
COc1ccc(C(C)=O)cc1CN1C(=O)NC(CC(C)C)C1=O (stereo not given) | 1 | 4 | i | -1 | 3 | -3 | 2 | -3 | -0.9
CCC(C)[C@H](NC(=O)NCCCc1ccccc1)C(=O)OC (stereo not given in full) | 2 | -5 | i | 6 | 6 | -6 | 5 | -3 | 0.5
CC(=O)N1N=C(c2ccccc2)CC1c1cccc([N+](=O)[O-])c1 (stereo not given) | -4 | 4 | i | 8 | 2 | 0 | -2 | 15 | 1.2
COc1ccc2cc(C#N)c(NC(C)C)nc2c1 | -2 | 1 | i | 6 | 0 | -5 | -2 | 2 | 2.0
COc1ccc(-c2onc3ccc(C(C)=O)cc23)cc1 | -70 | 97* | i | 174 | -62 | -2 | -1 | -88 | 0.9
Brc1cccc(-c2nc3ccc(Br)cn3c2Cc2ccccc2)c1 | 11 | -25 | + | -41 | -3 | -1 | -23 | 16 | -0.4
O=C(NCC1CCCO1)C1CC(=O)N(c2cccc(Cl)c2)C1 (stereo not given) | 3 | -6 | i | -7 | 0 | -3 | 3 | -5 | -0.4
Cn1ccs/c1=N\C(=O)Nc1cccc(Cl)c1 | -5 | -1 | i | -13 | -1 | -3 | -1 | -7 | -0.9
COc1cc2c(cc1OC)C(COc1ccc(F)cc1)N(C(C)=O)CC2 (stereo not given) | -1 | -3 | i | 2 | 3 | -2 | 3 | -4 | -0.6
CCC1CCCCN1C(=O)CSc1nnc(CNC(=O)c2ccco2)o1 (stereo not given) | 2 | -4 | i | 9 | 8 | -1 | 2 | -6 | 0.4
O=C(/C(=C/O)N=Nc1ccccc1Cl)c1ccccc1 | -1 | 6 | i | 10 | -5 | -3 | 3 | 19 | 4.1
COC(=O)c1ccccc1NC(=O)c1sc(=S)n(C)c1N | 2 | -4 | i | 30 | -5 | -5 | -3 | 13 | 2.5
COC(=O)C1=C(C)NC2=C(C(=O)c3ccccc32)C1c1ccc(-c2ccc(C(=O)O)cc2)o1 (stereo not given) | 14 | -16 | + | -45 | -30 | -3 | -1 | 1 | x
CC1=C(C(N)=O)C(c2ccc(Br)cc2)n2nc(CCCO)nc2N1 (stereo not given) | -2 | 2 | i | 8 | 0 | -3 | 1 | -5 | -0.4

13 structures already listed, sorted by formula weight, descending:
SMILES | CSN inh | eLon inh | Rpn11 block | MLLE-PAM2 inh | MT1-MMP act inh | bovine MsrA act | Rin1-Abl PPI inh | FAS-TE inh | MsrA inh
Brc1cccc(-c2nc3ccc(Br)cn3c2Cc2ccccc2)c1 | 11 | -25 | + | -41 | -3 | -1 | -23 | 16 | -0.4
COC(=O)C1=C(C)NC2=C(C(=O)c3ccccc32)C1c1ccc(-c2ccc(C(=O)O)cc2)o1 (stereo not given) | 14 | -16 | + | -45 | -30 | -3 | -1 | 1 | x
COc1ccccc1CNc1ccc2nnc(CCNC(=O)c3ccc(C)cc3)n2n1 | 8 | -3 | i | 1 | 0 | -1 | -3 | -1 | 1.3
CC1=C(C(N)=O)C(c2ccc(Br)cc2)n2nc(CCCO)nc2N1 (stereo not given) | -2 | 2 | i | 8 | 0 | -3 | 1 | -5 | -0.4
COC(=O)c1ccccc1NC(=O)CN(CCc1ccccc1)S(C)(=O)=O | 5 | 1 | i | -2 | 10 | -2 | 3 | 4 | -1.0
CCC1CCCCN1C(=O)CSc1nnc(CNC(=O)c2ccco2)o1 (stereo not given) | 2 | -4 | i | 9 | 8 | -1 | 2 | -6 | 0.4
O=C(NCC1CCCO1)C1CC(=O)N(c2cccc(Cl)c2)C1 (stereo not given) | 3 | -6 | i | -7 | 0 | -3 | 3 | -5 | -0.4
COc1ccc(C(C)=O)cc1CN1C(=O)NC(CC(C)C)C1=O (stereo not given) | 1 | 4 | i | -1 | 3 | -3 | 2 | -3 | -0.9
CC(=O)N1N=C(c2ccccc2)CC1c1cccc([N+](=O)[O-])c1 (stereo not given) | -4 | 4 | i | 8 | 2 | 0 | -2 | 15 | 1.2
CCC(C)[C@H](NC(=O)NCCCc1ccccc1)C(=O)OC (stereo not given in full) | 2 | -5 | i | 6 | 6 | -6 | 5 | -3 | 0.5
O=C(/C(=C/O)N=Nc1ccccc1Cl)c1ccccc1 | -1 | 6 | i | 10 | -5 | -3 | 3 | 19 | 4.1
Cn1ccs/c1=N\C(=O)Nc1cccc(Cl)c1 | -5 | -1 | i | -13 | -1 | -3 | -1 | -7 | -0.9
COc1ccc2cc(C#N)c(NC(C)C)nc2c1 | -2 | 1 | i | 6 | 0 | -5 | -2 | 2 | 2.0

Source: PubChem (several laboratories)
